From PubChem
SW480 rereplic = induces DNA re-replication in SW480 colon adenocarcinoma cells | Potency, µM (highest dose often 46.1 µM), inactives show at the highest dose re-replication activation, hits mostly activators | SW480 DNA re-replication, Hoechst DNA content imaging, 48 h | AID 624297 | 340,000 tested, 1.8% active; also: potency is read from the fitted curve at half-maximal effect; % of control where 0% means no effect; nearly all actives have a fitted effect of over 55% in size
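First, 250 cells per well were seeded. Next, compound or vehicle (23 nL) was pinned in, plates sat 48 hr at 37 C. Finally Hoechst was added for 40 min before fluorescence scanning.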
S2 tox = viability counter-screen for ATXN expression inhibitors | S2 cells (HEK-293 line with an ATXN2-luciferase reporter) viability, CellTiter-Fluor protease fluorescence, 24 h | Potency, µM (highest dose often 56.7 µM), actives largely listed as cytotoxic | 400,000 tested, 0.49% active | AID 651635; also: potency is read from the fitted curve at half-maximal effect; nearly all actives have a fitted effect of over 40% in size
MCF10A rerep = induces DNA re-replication in MCF 10a normal breast cells; MCF 10A DNA re-replication, Hoechst nuclear intensity, 48 h; Potency, µM (series often up to 46.1 µM), without a hit: at the top dose activity, positive = re-replication, usual class: activators; 350,000 tested, 2.9% active; AID 624296; also: potency is read from the fitted curve at half-maximal effect; % of control where 0% means no effect; nearly all actives have a fitted effect of over 50% in size
IL1B secr inh = inhibitors of inflammasome signaling (IL-1 beta secretion). 360,000 tested, 4.7% active. activity change, % at 57.5 µM. THP-1 LPS/ATP IL-1B secretion, AlphaLISA, 16 h; stronger effect = lower value; in the data active = activity change below about -50%; inconclusive = mostly about -30% to -49%; also: % is scaled to controls: 0 for no effect and ±100 for the full control effect
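Secreted IL-1B measured by AlphaLISA bead assay after 16 h compound exposure of THP-1 cells; compounds (final up to 57.5 uM) added 1 h before LPS (250 ng/mL) and ATP (1.25 mM) stimulation; lower signal means less secretion.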
HepG2 viability = HepG2 cytotoxicity, counter-screen for TGF-b inhibitors; 410,000 tested, 0.76% active; HepG2 CAGA-GFP viability, ATP luminescence, 18 h; Potency, µM (doses to about 46.1 µM), for the others: top-dose activity change, negative = cytotoxicity, usual class: cytotoxic; also: potency is read from the fitted curve at half-maximal effect; some results filed as inactive show a strong effect at the top dose
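CellTiter-Glo luminescence gave cytotoxicity after 18 hours at 37 degrees C. The cells were HepG2 CAGA-GFP in 1% FBS DMEM, stimulated with 500 pg/mL TGF-beta after compound addition. %Activity was normalised to no-cell wells (complete cell-killing) and DMSO (no toxicity), and curves were fitted and classified.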
HT1080 IDH1KD tx = toxicity to HT-1080 IDH1 knockdown cells (counter line); Potency, µM (titrated, usually from 46.1 µM), for inactives: at the top dose activity, negative = toxicity, most hits filed as cytotoxic; AID 686971; 360,000 tested, 2% active; HT-1080 IDH1 knockdown viability, ATP luminescence, 48 h;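 also: potency is read from the fitted curve at half-maximal effect; 0% = DMSO wells and -100% = cell-free medium wells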
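In this qHTS, HT-1080 cells depleted of IDH1 are exposed for 48 h at 37 °C to compound titrations. Toxicity is scored from CellTiter-Glo luminescence, with DMSO as full viability and medium alone as none.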
ATXN2 expr inh = reduces ATXN2 reporter expression in HEK-293 cells; HEK-293 ATXN2-luciferase reporter, luminescence, 24 h; Potency, µM (top dose mostly 57 µM), for the others: at the highest dose activity change, negative = inhibition, actives largely listed as inhibitors; AID 1745845; 360,000 tested, 0.72% active; also: potency is read from the fitted curve at half-maximal effect; % is scaled to controls: 0 for no effect and ±100 for the full control effect; nearly all actives have a fitted effect of over 55% in size
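ATXN2-luciferase reporter cells (luciferase flanked by upstream and downstream ATXN2 gene portions) were treated 24 h at 37 °C with compounds at up to 57 uM. SteadyGlo luminescence gave expression; GF-AFC fluorescence gave viability.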
KB-3-1 tox = KB-3-1 parental cell cytotoxicity. KB-3-1 viability, CellTiter-Glo ATP luminescence, 72 h. Potency, µM (titrated, usually from 46.1 µM), for the others: at the top dose activity change, negative = cytotoxic, usual class: cytotoxic. 400,000 tested, 1.4% active. AID 1347075; also: potency is read from the fitted curve at half-maximal effect; % is scaled to controls: 0 for no effect and ±100 for the full control effect; nearly all actives have a fitted effect of over 60% in size
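Here the drug-naive KB-3-1 line serves as comparator for MDR sub-line selectivity; cells received compound titrations, 72 h at 37 °C, then CellTiter-Glo readout.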
HT1080-NT tox = kills 2HG-producing HT-1080-NT fibrosarcoma cells. 360,000 tested, 1.6% active. Potency, µM (series often up to 46.1 µM), inactives show top-dose activity, negative = less viability, hits mostly cytotoxic. HT-1080-NT fibrosarcoma viability, CellTiter-Glo ATP luminescence, 48 h;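 also: NT is the 2HG producing partner of a matched IDH1 knockdown line; potency is read from the fitted curve at half-maximal effect; 0% = DMSO-treated cells and -100% = media-only wells without cells; nearly all actives have a fitted effect of over 55% in size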
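750 cells/well, RPMI + 5% FBS; 2 h settle, compound pin-transfer, 48 h at 37 degrees C. CellTiter-Glo 10 min RT, luminescence. Normalized to DMSO and media-only wells.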
* = called active by the depositor; i = inactive; ? = inconclusive; . = not tested or not shown; & = joins results of further samples; [ ] = dose if it differs, or a comment. Unless noted, calls follow the shape of the dose curve; as a rule, active = well fitted curve in the direction sought with a large enough effect; inconclusive = small, poorly fitted or top-dose-only effect, or another doubt; inactive = no such curve, though single readings can be large; an effect the other way counts as inactive or inconclusive.

SMILES | SW480 rereplic | S2 tox | MCF10A rerep | IL1B secr inh | HepG2 viability | HT1080 IDH1KD tx | ATXN2 expr inh | KB-3-1 tox | HT1080-NT tox
O=C1OC(C(=O)O)Cc2ccccc21 (configuration not stated) | ? | i | 18µM* | 5 | -36% | ? | 1% | 13% | 5%
O=C(CNC(=O)c1ccccc1C(=O)O)c1ccccc1 | -6% | i | -2% | 1 | -3% | 4% | 30% | -1% | 1%
N=c1c(C(=O)NC2CCCC2)cc2c(=O)n3ccccc3nc2n1C1CCCCC1 | 4.6µM* | . | 2.9µM* | 26 | -15% | 12% | -30% | 0% | 1%
CCOC(=O)N1CCC(N2Cc3cccc(C(=O)NC(C)c4ccc5c(c4)OCCO5)c3C2=O)CC1 (configuration not stated) | -2% | i | 1% | -22 | -9% | -1% | -19% | 0% | -11%
CCOc1ccc(NC(=O)Nc2cc(C(=O)O)ccc2N2CC3CC(C2)c2cccc(=O)n2C3)cc1 (configuration not stated) | 4% | i | -1% | 17 | -1% | 14% | 7% | 0% | 12%
Cc1ccc(C)c(OCC(=O)NNC(=O)CSC(=S)N2CCCC2)c1 | 0% | i | 2% | -2 | 3% | 10% | 4% | 1% | 2%
CCC(C)(C)NC(=O)CN(C(=O)CCC(=O)Nc1nccs1)c1cccc(C)c1 | -2% | i | -3% | -9 | 9% | 5% | . | 5% | 0%
CCC1(c2ccc(F)cc2)NC(=O)N(CC(=O)N(CCC#N)c2ccccc2)C1=O (configuration not stated) | 0% | i | 3% | 18 | 1% | 3% | -13% | 11% | 4%
CCOC(=O)C1CCN(C(=O)C2CCC(=O)N(Cc3cccc(C(F)(F)F)c3)C2)CC1 (configuration not stated) | ? | i | 30% | 15 | 0% | 4% | 15% | -3% | 0%
Cc1ccccc1COc1ccc(-c2nnn(CC(=O)O)n2)cc1 | -5% | i | -4% | -2 | -19% | 11% | -16% | 8% | ?
O=C(Nc1ccc(F)c(F)c1)C1CCCCC1 | -12% | i | -21% | -4 | -12% | 1% | 6% | 0% | 15%
Nc1ncnc2c1ncn2CCN1CCCCC1 | -2% | i | 1% | 17 | -7% | 5% | -26% | 25% | 17%
Cc1c(C(=O)N2CCCCC2)oc2ccc(Br)cc12 | 2% | i | 6% | -17 | -26% | 0% | 75%[activator] | -3% | 7%
COc1ccccc1NS(=O)(=O)c1cc(-c2cnc(C3CC3)o2)ccc1C | ? | ? | ? | 21 | -23% | ? | . | ? | ?
Cc1ccccc1C(=O)N1c2ncnn2C2(CCCCC2)[C@@H]2CCCC[C@@H]21 | . | i | . | . | -12% | . | -11% | -5% | .
O=C(COc1ccc(F)cc1Cl)Nc1cc(S(=O)(=O)N2CCOCC2)ccc1N1CCCCC1 | 26% | i | ? | -51* | 2% | -20% | 1% | ? | -4%
CCCCC(=O)Nc1ccc(S(=O)(=O)Nc2nccc(C)n2)cc1 | 4% | i | 1% | 7 | -13% | 2% | . | -1% | 0%
N#CC12CCCCC1CC1CCCCC1(C#N)N2Cc1ccccn1 (configuration not stated) | 1% | i | 1% | 9 | -1% | 15% | -1% | 0% | 16%
CCN(C(=O)c1c(C)noc1C)c1c(N)n(Cc2ccccc2)c(=O)[nH]c1=O | 5% | i | 4% | 18 | -2% | 16% | 8% | 6% | 10%
O=c1[nH]c2ccccc2c2nc(-c3cccc(S(=O)(=O)N4CCCC4)c3)nn12 | -1% | i | 1% | -4 | 1% | 1% | -17% | -3% | 10%
Cc1ccc2c(c1)NC(c1cccnc1)=NC(c1ccc(F)cc1)=N2 | . | i | . | . | -17% | . | -17% | ? | .
O=C(O)C1Cc2ccccc2CN1C(=O)COc1ccc(Cl)cc1 (configuration not stated) | -4% | i | -4% | -5 | -4% | 10% | 4% | 3% | ?
COc1ccc(CCNC(=O)CC2SC(=NCCc3ccccc3)NC2=O)cc1OC (configuration not stated) | 6% | i | -3% | 1 | -2% | 3% | . | 24% | 10%
CC(=O)N=c1scc(-c2ccccc2)n1-c1cccc(O)c1 | -17% | i | 2% | 19 | -14% | ? | -15% | ? | -30%
CN1CCN(c2nc3c(c(=O)n(C)c(=O)n3C)n2CC(N)=O)CC1 | ? | i | 5% | 0 | -1% | -4% | 4% | 3% | 11%
CCOC(=O)Cc1cc(=O)[nH]n(-c2ccccc2)c1=O | 0% | i | -6% | -7 | 4% | -4% | 2% | 0% | -6%
O=C(Nc1cccc(C(=O)N2CCCCCC2)c1)c1ccco1 | -13% | i | 0% | 11 | 1% | -4%[9.24 µM] | 12% | 3% | 8%
Cc1ccc(NC(=O)CSc2nncn2C)c(C)c1 | . | i | . | . | -2% | . | 8% | 17% | .
CCN1CCN(C(=O)CN2C(=O)c3cccc4cccc2c34)CC1 | -3% | i | 0% | 4 | 3% | 8%[9.24 µM] | 3% | 8% | 4%
Cc1ccc(-n2c(-c3ccco3)nc3c(cnn3-c3ccc(C)cc3)c2=O)cc1 | -2% | i | ? | 15 | -5%&0% | 7% | 2%&2% | -1%&4% | 7%
Cc1ccc(C(C)C)c(OCCSc2nc(-c3cccs3)nc3cc(=O)[nH]n23)c1 | . | i | . | . | -3% | . | 2% | 0% | .
O=C(CN1CCc2ccccc2C1)NCc1ccco1 | 0% | i | ? | 16 | 0% | 1% | 4% | -3% | 0%
COc1cc(NC(=O)CN2c3ccccc3S(=O)(=O)c3ccccc32)cc(OC)c1 | . | ? | . | . | -16% | . | -10% | 16% | .
CCOC(=O)c1ccc(NS(=O)(=O)c2ccc3oc(=O)[nH]c3c2)cc1 | -25% | i | -52% | 55 | -10% | -3% | 7% | 0% | -2%
COc1ccccc1CC1CC(=O)N(c2cccc(Cl)c2C)C1=O (configuration not stated) | -3% | i | 1% | -15 | -8% | 0% | -20% | 2% | -1%
CC(OC(=O)CNS(=O)(=O)c1ccc(C#N)cc1)C(=O)Nc1ccc(Cl)cn1 (configuration not stated) | 5% | i | -1% | 7 | 1% | 8% | 7% | 12% | 1%
Cc1ccc(NC2=Nc3ccccc3CC2)cc1 | -4% | i | ? | -17 | -4% | 0% | -34% | -4% | 1%
O=C(COC(=O)c1cc(S(=O)(=O)N2CCCC2)ccc1O)Nc1ccc(S(=O)(=O)N2CCOCC2)cc1 | -7% | i | -2% | 12 | -14% | 0% | -7% | -9% | 1%
CC(=O)COc1ncnc2c(Cl)cc(Cl)cc12 | -13% | i | -4% | -11 | -2% | 0% | -2% | 2% | 0%
COc1ccc(NC(=O)C2(c3ccc(NC(=O)c4ccc(OC(C)=O)cc4)cc3)CCCC2)cc1 | -8% | i | -2% | -11 | 0% | -4% | 5% | -14% | 14%
CCOC(=O)C(Cc1ccnnc1)=NO | ? | i | -2% | ? | 5% | -1% | -25% | -25% | -2%
c1ccc(-c2cc3ccccc3nc2N2CCCC2)cc1 | 0% | i | ? | 40 | 7% | -21% | 1% | 5% | -14%
O=C(Nc1cccc(-c2nc3ccccc3s2)c1)c1cc(-n2cnnc2)ccc1Cl | ? | ? | ? | ? | 2% | ? | ? | ? | ?
COc1cccc(/C=C/C(=O)OCC(=O)Nc2cc(C(F)(F)F)ccc2Cl)c1 | -13% | i | ? | 0 | -4% | 1% | 0% | -2% | -3%
C(#CCN1CCOCC1)COC(c1ccccc1)c1ccccc1 | -4% | i | -1% | 2 | -14% | -1% | 4% | 0% | -1%
C[C@H]1CN(CCc2ccccc2)C(=O)[C@@H]1CC(=O)Nc1ccc(Br)cc1 | . | i | . | 10 | -29% | 9% | 4% | 7% | -6%
CCOc1ccc(CN2C(=O)c3ccccc3C2C(=O)NCc2cccnc2)cc1 (configuration not stated) | -1% | i | -3% | 2 | 12% | -4% | -9% | -5% | 6%[9.24 µM]
C/C(=N\NC(=O)c1ccco1)c1cc(Cl)sc1Cl | ? | i | ? | 15 | 2% | 11% | 37% | -6% | 15%
Fc1cccc(Nc2cc(-n3cccn3)ncn2)c1 | -6% | i | ? | 13 | -23% | -25% | 40%[activator] | -10% | -7%
C=CC[C@H](CC(=O)N(CCO)Cc1ccccc1)C(=O)N[C@@H](COC(=O)[C@@H](CC=C)Cc1ccc(F)cc1)Cc1c[nH]c2ccccc12 | 21µM* | 28µM* | 18µM* | ? | -49% | ? | -23% | 0% | ?

Three of these compounds, reformatted.
compound	SW480 rereplic	S2 tox	MCF10A rerep	IL1B secr inh	HepG2 viability	HT1080 IDH1KD tx	ATXN2 expr inh	KB-3-1 tox	HT1080-NT tox
C(#CCN1CCOCC1)COC(c1ccccc1)c1ccccc1	-4%	i	-1%	2	-14%	-1%	4%	0%	-1%
C[C@H]1CN(CCc2ccccc2)C(=O)[C@@H]1CC(=O)Nc1ccc(Br)cc1	.	i	.	10	-29%	9%	4%	7%	-6%
CCOc1ccc(CN2C(=O)c3ccccc3C2C(=O)NCc2cccnc2)cc1 (configuration not stated)	-1%	i	-3%	2	12%	-4%	-9%	-5%	6%[9.24 µM]

Further results:
SMILES | SW480 rereplic | S2 tox | MCF10A rerep | IL1B secr inh | HepG2 viability | HT1080 IDH1KD tx | ATXN2 expr inh | KB-3-1 tox | HT1080-NT tox
O=C(OCC(=O)N1CCOCC1)c1cc(-c2ccccc2)nc2ccccc12 | 10% | ? | ? | -1 | -8% | -1% | 2% | -25% | -12%
CCCn1c(=N)c(C(=O)NC2CCCCC2)cc2c(=O)n3cc(C)ccc3nc21 | . | ? | . | . | -2% | . | 3% | 2% | .
Cc1c(Cl)cccc1NC(=O)c1cccc(OC(F)F)c1 | 2% | i | -7% | -13 | -13% | -4% | 37%[activator] | 0% | 17%
Cn1nnnc1SCC(=O)Nc1ccccc1Br | -16% | i | 4% | 1 | -1% | 3% | 7% | -3% | 14%
O=C(CSc1ncccn1)N1CCCC1 | -4% | i | -1% | -11 | 9% | 7% | -1% | 0% | 9%
Fc1cccc(Cl)c1CNCCSc1nnnn1-c1ccccc1 | . | i | . | . | 3% | . | 14% | -4% | .
